B2AR arrestin = qHTS assay of beta-arrestin-biased ligands of beta2-adrenergic receptor | Beta-2 adrenergic receptor (Homo sapiens), P07550 | beta-arrestin recruitment to beta2AR, cell-based reporter | Potency, µM (titrated, usually from 46.1 µM), for the others: top-dose activation, most hits filed as activators | 0.02% of 330,000 active | AID 492947, 2010;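 note: potency is the fitted concentration of half-maximal effect; 0% = DMSO controls and full agonism = EC100 isoproterenol or metaproterenol; nearly all actives have a fitted effect of over 65% in size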
hERG WT inh = qHTS for Inhibitors of KCHN2 3.1: Wildtype qHTS; Voltage-gated inwardly rectifying potassium channel KCNH2 (Homo sapiens), Q12809; U2OS, BacMam KCNH2, thallium flux FluxOr; hits give low values; activity change, % at 1.84 µM; 0.37% of 340,000 active; AID 720551, 2013;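 active = maximum activity change below -70%; inconclusive = maximum activity change between -70% and -50%; inactive = maximum activity change above -50%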
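U2OS cells were transduced with wild-type KCNH2 virus (2.03 x 10^8 / mL) for 4 h at room temperature, then cultured overnight at 37 C. Thallium flux was read with FluxOr dye. Rate constants were normalized to DMSO controls.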
PKM2 activator = qHTS Assay for Activators of Human Muscle isoform 2 Pyruvate Kinase | AID 1631, 2009 | Potency, µM (titrated, usually from 57.5 µM), without a hit: at the highest dose activation, usual class: activators | 0.34% of 260,000 active | Pyruvate kinase PKM (Homo sapiens), P14618 | purified PKM2, Kinase-Glo ATP luminescence, activation; response scale: 0% is enzyme alone, no compound; note: potency is the fitted concentration of half-maximal effect; nearly all actives have a fitted effect of over 55% in size
Target sequence (P14618 whole entry, looked up, canonical isoform): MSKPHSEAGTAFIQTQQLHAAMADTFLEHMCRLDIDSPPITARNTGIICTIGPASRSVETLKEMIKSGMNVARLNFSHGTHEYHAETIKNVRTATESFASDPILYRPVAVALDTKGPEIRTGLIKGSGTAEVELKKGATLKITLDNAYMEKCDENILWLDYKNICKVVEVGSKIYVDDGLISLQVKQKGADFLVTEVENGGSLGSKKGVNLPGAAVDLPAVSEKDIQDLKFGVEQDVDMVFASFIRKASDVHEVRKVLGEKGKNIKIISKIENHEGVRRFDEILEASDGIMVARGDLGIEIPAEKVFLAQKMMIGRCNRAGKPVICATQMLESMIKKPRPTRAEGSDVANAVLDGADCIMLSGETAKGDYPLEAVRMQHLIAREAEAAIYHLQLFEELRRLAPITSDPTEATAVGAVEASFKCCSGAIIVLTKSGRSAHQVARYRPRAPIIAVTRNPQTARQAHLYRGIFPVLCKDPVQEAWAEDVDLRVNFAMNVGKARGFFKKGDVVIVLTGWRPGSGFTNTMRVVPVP
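hPK-M2, >95% pure; 0.1 mM ADP / 0.5 mM PEP final; imidazole pH7.2 buffer w/ 7 mM MgCl2, 50 mM KCl; 1 h RT; Kinase-Glo lum. Intermediate enzyme activity for dual inhibitor/activator qHTS.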
Eya2 inh = qHTS Assay for Inhibitors of the Phosphatase Activity of Eya2 | Protein phosphatase EYA2 (Homo sapiens), O00167 | recombinant Eya2, OMFP fluorescence dephosphorylation (OMFP is methylfluorescein phosphate) | Potency, µM (titrated, usually from 76.9 µM), inactives show at the top dose activity, negative = inhibition, most hits filed as inhibitors | 0.006% of 330,000 active; note: potency is the fitted concentration of half-maximal effect
Target sequence (O00167 whole entry, looked up): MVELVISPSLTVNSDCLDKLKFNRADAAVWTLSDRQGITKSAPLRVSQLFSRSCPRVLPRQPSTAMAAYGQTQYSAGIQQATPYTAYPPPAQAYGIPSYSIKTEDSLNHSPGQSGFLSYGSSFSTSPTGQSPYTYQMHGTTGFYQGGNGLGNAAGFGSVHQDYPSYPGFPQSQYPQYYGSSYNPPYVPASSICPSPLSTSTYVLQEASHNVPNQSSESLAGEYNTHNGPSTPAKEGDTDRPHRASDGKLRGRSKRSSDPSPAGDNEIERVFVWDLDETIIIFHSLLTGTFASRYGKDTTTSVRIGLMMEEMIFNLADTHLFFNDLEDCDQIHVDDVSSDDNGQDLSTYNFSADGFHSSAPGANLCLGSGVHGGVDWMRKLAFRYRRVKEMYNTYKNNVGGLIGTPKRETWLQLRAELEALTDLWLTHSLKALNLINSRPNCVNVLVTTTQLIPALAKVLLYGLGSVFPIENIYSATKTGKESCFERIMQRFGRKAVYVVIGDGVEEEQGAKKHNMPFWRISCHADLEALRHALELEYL
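Eya2 (0.2 uM) preincubated 10 min at ambient with compound, then OMFP substrate added at 50 uM; 10 min reaction in 50 mM HEPES pH 7.5, 50 mM NaCl, 5 uM MgCl2, 0.05% BSA, 1 mM DTT. Fluorescence read at Ex 485/Em 525 nm.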
FBPA coupling cs = qHTS Assay for Inhibitors of Fructose-1,6-bisphosphate Aldolase from Giardia Lamblia: Coupling assay counterscreen | coupling enzyme system counterscreen, AmpLite Red fluorescence | activity change, negative = inhibition, % at 58.2 µM, hits read low | 0.67% of 290,000 active; in the data active = activity change below about -30%
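Fluorescence at 525 nm excitation and 598 nm emission measured inhibition of the coupled detection system without aldolase. Compounds (at 57.5 uM final) were preincubated 10 min at room temperature with coupling enzyme reagent before a 20 min substrate/AmpLite Red step.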
GALK inhibitor = qHTS Assay for Inhibitors of Human Galactokinase (GALK). Potency, µM (series often up to 57.5 µM), for the others: top-dose activity change, negative = inhibition, actives largely listed as inhibitors. AID 1868, 2009. P51570. Purified GALK, Kinase-Glo residual ATP luminescence. 0.007% of 270,000 active; note: potency is the fitted concentration of half-maximal effect
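Human GALK (5 nM) with 35 uM ATP and 100 uM galactose in 20 mM HEPES pH 8.0, 5 mM MgCl2, 60 mM NaCl, 1 mM DTT, 0.01% BSA. After 1 h at room temperature, leftover ATP was read by Kinase-Glo Plus luminescence.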
uPA surface inh = qHTS for Inhibitors of Cell Surface uPA Generation; Potency, µM (doses to about 38.3 µM), for the others: top-dose activity change, negative = inhibition, most hits filed as inhibitors; 0.31% of 330,000 active; cell surface uPA generation assay, qHTS; active = well fitted inhibition curve with a large enough effect; inconclusive = small, poorly fitted or top-dose-only effect; inactive = no such curve, though single readings can be large or run the other way; tested in mouse RAW 264.7 cells; note: potency is the fitted concentration of half-maximal effect; nearly all actives have a fitted effect of over 55% in size
Chronic BCR inh = qHTS Assay to Find Inhibitors of Chronic Active B-Cell Receptor Signaling | ABC-DLBCL IkBa-CBG/CBR reporter, luminescence ratio, 4 h | Potency, µM (top dose mostly 46.1 µM), without a hit: top-dose ratio change, negative = lower green/red ratio, hits mostly inhibitors | 0.05% of 340,000 active | AID 493014, 2011; active = well fitted inhibition curve with a large enough effect in the signal ratio, with a control signal flat, not every such curve was filed as active; inconclusive = small, poorly fitted or top-dose-only effect, or effect the other way, or a change in a side signal; the % refers to the signal ratio;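 note: potency is the fitted concentration of half-maximal effect; plate controls were basal doxycycline-induced cells for no effect and cells given 10 µM MG132 for full effect; MG132 reads +100%, hits lower the ratio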
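Cell line TMD8 (human ABC DLBCL), stably expressing tet-inducible CBG68-IkBa fusion and CBR; IMDM/0.5% FBS; cpd up to 46 uM; dox induction, 4 h, 37C/5% CO2; dual luminescence; green/red ratio; MG132 control.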
USP2a block = qHTS Assay for Inhibitors of Ubiquitin-specific Protease USP2a Using CHOP2 as the Reporter | USP2 core, Ub-CHOP2 coupled fluorogenic reporter, 485/531 | Ubiquitin carboxyl-terminal hydrolase 2 (Homo sapiens), O75604 | Potency, µM (doses to about 38.3 µM), without a hit: top-dose activity change, negative = inhibition, most hits filed as inhibitors | 0.01% of 330,000 active;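 note: potency is the fitted concentration of half-maximal effect; plate controls were DMSO wells for no effect and full inhibition by NEM control for full effect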
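USP2 core (10nM final) preincubated 30min RT with compound in 20mM Tris-HCl pH 8.0, 2mM CaCl2, 2mM beta-mercaptoethanol, 0.05% CHAPS; 25nM Ub-CHOP2 plus 25nM reporter substrate added, fluorescence (Ex485/Em531) read after 60min.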
Giardia kill = Small Molecules that selectively kill Giardia lamblia: qHTS. Giardia lamblia trophozoite viability. activity change, % at 7.66 µM, hits read low. 0.15% of 340,000 active. AID 540267, 2011; in the data active = activity change below about -80%; inconclusive = between about -30% and that limit;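 note: parasites exposed to compound for two days anaerobically before the ATP read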
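Luminescent ATP signal served as the viability read-out, measured 15-30 min after adding ATP detection reagent to trophozoites that had been incubated with compounds for 48 hrs at 37 deg C anaerobically at 100 cells/well.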
KCNH2 3.1 block = qHTS for Inhibitors of KCHN2 3.1: Mutant qHTS | Potassium voltage-gated channel subfamily H member 2, brain isoform KCNH2 3.1 (human) | U2OS KCNH2 3.1, thallium flux FluxOr; hits give low values | activity change, % (tested at about 1.8 µM) | 0.95% of 340,000 active;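 active = maximum activity change below -70%; inconclusive = maximum activity change from -70% to -50%; inactive = maximum activity change above -50%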;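 note: thallium influx rate constant from kinetic fluorescence after stimulation buffer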
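Channel expression came from 3.1 mutant virus (1.77 x 10^8 /mL) applied to suspended U2OS cells for 4 h. Flux was tracked with FluxOr dye plus Red40 quencher, and kinetic rate constants normalized to controls.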
* = called active by the depositor; ? = inconclusive; · = no result given. Unless noted, calls come from the whole dose curve; as a rule, active = well fitted curve in the direction sought with a large enough effect; inconclusive = small, poorly fitted or top-dose-only effect, or another doubt; inactive = no such curve, though single readings can be large; an effect the other way counts as inactive or inconclusive. Unless noted, % is set by controls: 0 for no effect and ±100 for the full control effect.

Structure	B2AR arrestin	hERG WT inh	PKM2 activator	Eya2 inh	FBPA coupling cs	GALK inhibitor	uPA surface inh	Chronic BCR inh	USP2a block	Giardia kill	KCNH2 3.1 block
COc1cc(CNCCCN2CCOCC2)ccc1OCC(=O)Nc1cccc(C(F)(F)F)c1	-0.4%	49	-6%	-9%	4	0%	·	-4%	5%	5	-12
CCN1C(=O)c2cccc3c(S(=O)(=O)N4CCC(C)CC4)ccc1c23	-0.1%	6	·	-9%	·	·	-13%	-12%	-6%	12	26
COC(=O)C(Cc1ccccc1)NC(=O)CNS(=O)(=O)c1ccc(Br)cc1 (configuration not stated)	1.0%	0	-10%	-29%	2	4%	-5%	-15%	-1%	-3	40
COc1ccc(CN(CCC(c2ccc(F)cc2)C2CCOC(C)(C)C2)C(=O)c2ccco2)cc1 (configuration not stated)	-1.5%	-4	2%	-13%	4	0%	5%	?	-9%	-6	-45
Cc1ccc(S(=O)(=O)NCCCC(=O)C=[N+]=[N-])cc1	-0.3%	1	-1%	-2%	0	9%	0%	-1%	1%	-5	5
COc1ccc2c(COC(=O)c3cccc(S(=O)(=O)NCC(C)C)c3)cc(=O)oc2c1	-0.7%	2	·	-5%	1	0%	0%	-6%	0%	16	-25
CCOC(=O)C1=C(O)C(=O)N(Cc2ccc(C(C)(C)C)cc2)CC1	-1.1%	-3	5%	7%	0	-2%	-19%	-3%	4%	15	-2
CSc1ccccc1OCc1cc(C(=O)N2CCNC(=O)C2)no1	-0.9%	-11	-1%	0%	0	-5%	-1%	1%	1%	6	11
O=C(NCC(c1ccco1)N1CCc2ccccc21)c1cccc([N+](=O)[O-])c1 (configuration not stated)	0.2%	2	·	1%	·	·	-6%	2%	-1%	-1	3
COCCCNCC(=O)c1c(N)n(Cc2ccccc2)c(=O)n(C)c1=O	0.0%	-3	-1%	1%	-2	·	3%	-2%	4%	7	-6
CCCC(=O)c1c(NC)cc(C)oc1=O	-1.8%	-1	4%	-1%	2	1%	-1%	-3%	2%	15	-4
OCCNCCCCCOc1ccc(F)cc1	-0.1%	-5	-1%	-3%	1	11%	-21%	-1%	-1%	-7	-16
Clc1ccc(-c2nnc(NCCN3CCCC3)c3ccccc23)cc1	0.2%	14	·	8%	3	3%	9%	0%	-7%	-3	-28
CCC1CCc2sc(C(=O)N(C)CC(=O)Nc3ccc(OC)cc3)cc2C1 (configuration not stated)	0.0%	-15	·	8%	·	·	-3%	12%	3%	6	-1
CC(C)CN(C(=O)COC(=O)c1c2c(nc3ccccc13)CCC2)c1c(N)n(Cc2ccccc2)c(=O)[nH]c1=O	-0.2%	-20	0%	-3%	·	4%	-8%	?	1%	-12	2
O=[N+]([O-])c1ccc(S(=O)(=O)Nc2ccc(S(=O)(=O)N3CCCC3)cc2)cc1	-0.7%	-16	·	-6%	7	0%	1%	-2%	0%	7	11
O=C(c1ccco1)N1N=C(c2ccc(Br)cc2)CC1c1ccco1 (configuration not stated)	0.0%	0	·	-6%	·	·	-28%	?	0%	30	-4
Cc1ccc(-n2ncc(N(C)C)c(Cl)c2=O)cc1	-0.3%	-4	-5%	-3%	0	1%	-2%	5%	3%	4	-6
O=C(c1cccc(-c2ccco2)c1)N1CCCC(N2CCN(c3ccc(F)cc3)CC2)C1 (configuration not stated)	0.2%	-11	0%	-8%	·	6%	3%	0%	2%	-12	-42
Cc1ccc(NC(=O)c2cc(-c3cccs3)nc3ccccc23)nc1	-0.3%	-2	-2%	0%	0	·	-3%	?	4%	-13	8
Cc1ccc(NS(=O)(=O)c2cc(C(=O)N3CCCC3)ccc2C)cc1C	0.3%	-6	1%	-27%	-3	-1%	2%	-1%	4%	16	1
CC(CN1C(C)CCCC1C)OC(=O)c1ccc(Cl)cc1Cl (configuration not stated)	0.1%	1	-9%	11%	1	0%	1%	3%	-1%	-7	3
CN(C)CCCN(C(=O)c1cccs1)c1nc2cc3c(cc2s1)OCO3	-0.3%	18	-5%	-11%	1	1%	-8%	-13%	-1%	6	-13
COC(=O)CCN(C(=O)c1ccc([N+](=O)[O-])cc1)c1ccccn1	-0.2%	-1	10%	-4%	2	-1%	1%	1%	1%	-8	0

4 of the compounds above, as labelled records.
SMILES: CN(C)CCCN(C(=O)c1cccs1)c1nc2cc3c(cc2s1)OCO3
  B2AR arrestin = -0.3%
  hERG WT inh = 18
  PKM2 activator = -5%
  Eya2 inh = -11%
  FBPA coupling cs = 1
  GALK inhibitor = 1%
  uPA surface inh = -8%
  Chronic BCR inh = -13%
  USP2a block = -1%
  Giardia kill = 6
  KCNH2 3.1 block = -13

SMILES: CCC1CCc2sc(C(=O)N(C)CC(=O)Nc3ccc(OC)cc3)cc2C1 (configuration not stated)
  B2AR arrestin = 0.0%
  hERG WT inh = -15
  PKM2 activator = ·
  Eya2 inh = 8%
  FBPA coupling cs = ·
  GALK inhibitor = ·
  uPA surface inh = -3%
  Chronic BCR inh = 12%
  USP2a block = 3%
  Giardia kill = 6
  KCNH2 3.1 block = -1

SMILES: Cc1ccc(-n2ncc(N(C)C)c(Cl)c2=O)cc1
  B2AR arrestin = -0.3%
  hERG WT inh = -4
  PKM2 activator = -5%
  Eya2 inh = -3%
  FBPA coupling cs = 0
  GALK inhibitor = 1%
  uPA surface inh = -2%
  Chronic BCR inh = 5%
  USP2a block = 3%
  Giardia kill = 4
  KCNH2 3.1 block = -6

SMILES: COC(=O)CCN(C(=O)c1ccc([N+](=O)[O-])cc1)c1ccccn1
  B2AR arrestin = -0.2%
  hERG WT inh = -1
  PKM2 activator = 10%
  Eya2 inh = -4%
  FBPA coupling cs = 2
  GALK inhibitor = -1%
  uPA surface inh = 1%
  Chronic BCR inh = 1%
  USP2a block = 1%
  Giardia kill = -8
  KCNH2 3.1 block = 0

Going on with the list.
Structure	B2AR arrestin	hERG WT inh	PKM2 activator	Eya2 inh	FBPA coupling cs	GALK inhibitor	uPA surface inh	Chronic BCR inh	USP2a block	Giardia kill	KCNH2 3.1 block
CC(=O)Nc1ccc2nc(CN3CCC(CO)(CCc4ccccc4)CC3)ccc2c1	-0.6%	-3	1%	-18%	2	0%	0%	2%	0%	-21	-8
CC(=O)Nc1cccc(-c2csc(Nc3ncccn3)n2)c1	0.1%	·	-7%	5%	1	8%	·	1%	1%	·	·
O=C1c2sc3nc4c(c(=O)n3c2C(=O)N1c1ccccc1)CCC4	-0.3%	-2	-1%	16%	2	2%	-3%	6%	0%	7	21
Cc1ccc(NC(=O)Cn2c(-c3ccc(F)cc3)cnc2SCC(=O)Nc2c(C)cccc2C)cc1	-0.8%	-1	2%	-9%	-2	1%	0%	-11%	2%	-6	21
COc1ccc(C(=O)N/C(=C\c2cn(S(=O)(=O)N(C)C)c3ccccc23)C(=O)NCCN2CCOCC2)cc1	0.0%	-44	·	-11%	-1	-2%	-1%	-3%	3%	13	3
COCc1nnc(NC(=O)CSc2ccccc2)s1	0.1%	0	2%	25%	-1	-2%	-3%	1%	-1%	0	-8
FC(F)Sc1ccc(NC2=NCCCCC2)cc1	-0.4%	25	·	-11%	-2	·	3%	?	4%	-16	-8
CCOC(=O)C1CCCN(c2c(NCCCN(C)c3ccccc3)c(=O)c2=O)C1 (configuration not stated)	-0.2%	1	2%	6%	0	1%	19%	1%	0%	-16	1
O=C(NCCCc1ccccc1)Nc1ccccc1	-0.9%	-5	-2%	-1%	1	1%	1%	?	0%	26	-6
Cc1ccc(OCCCCN(C)Cc2ccccc2)c(Br)c1	-1.0%	-16	0%	-3%	-2	3%	5%	?	4%	11	?
CN(C)Cc1n[nH]c(=O)c2ccccc12	-0.2%	-15	0%	6%	0	8%	10%	1%	3%	28	-2
CCN(Cc1ccccc1)Cc1ccc(OCc2ccccc2)cc1	-0.9%	1	0%	0%	1	·	4%	?	3%	-14	13

Screening data deposited in PubChem BioAssay by National Center for Advancing Translational Sciences (NCATS).
